GAA glycogen: inhibitors or activators of human alpha-glucosidase glycogen cleavage; P10253; recombinant GAA, glycogen substrate, Amplex Red glucose oxidase fluorescence; Potency, µM (top dose mostly 76.4 µM), for inactives: at the highest dose activity change, negative = inhibition, actives largely listed as inhibitors; hit rate 0.38% among 300,000; active = well fitted inhibition curve with a large enough effect;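 also: 0% = full enzyme reaction and -100% = no-enzyme basal signal; the screen sought inhibitors and activators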
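Recombinant human enzyme (4 nM); glycogen substrate; 37 C, 40 min, pH 5.0. Readout: coupled glucose oxidase/Amplex Red fluorescence.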
* = called active by the depositor; [ ] = remark or other dose. Potency is read from the fitted curve at half-maximal effect. Only part of the results is shown. The share of hits here may be higher or lower than overall.

Screening COc1ccc(C(CNC(=O)c2oc3ccc(C)cc3c2C)N2CCCCC2)cc1 (centres undefined) returned GAA glycogen -8%[76.3 µM].
Cc1cc(OCc2cc(C(=O)N(C)CC3CCOCC3)no2)cc(C)c1Cl was read as GAA glycogen 7%[76.3 µM].
CCOc1cc(C(c2c(C)[nH][nH]c2=O)c2c(C)[nH][nH]c2=O)cc([N+](=O)[O-])c1O was read as GAA glycogen 3%.
COC(=O)c1ccc(CN2C(=O)NC(Cc3c[nH]c4ccccc34)C2=O)cc1 (centres undefined) was read as GAA glycogen -16%.
For COc1ccc(N2CCN(C(=O)c3cc(C)on3)CC2)cc1 the results were GAA glycogen 6%[76.3 µM].
For Cc1cnc(C(=O)OC(C(=O)Nc2cc(C(F)(F)F)ccc2Cl)c2ccccc2)cn1 (centres undefined) the results were GAA glycogen 6%[76.3 µM].
`O=C(O)c1cc(S(=O)(=O)N2CCN(C(=O)c3ccco3)CC2)c(Cl)cc1Cl` gave GAA glycogen -3%.
Screening COc1cc(OC)cc(C(=O)Nc2ccccc2C(=O)NCc2cccnc2)c1 returned GAA glycogen 1%.
O=C(CN1C(=O)c2cccc3cccc(c23)C1=O)NCCCO was read as GAA glycogen -10%.
Screening O=C(c1cc(-c2ccc(O)cc2)on1)N1CCCCCC1 returned GAA glycogen 3%.
Cc1cc(NC(=O)C2CC(=O)N(c3cccc(Cl)c3)C2)no1 (centres undefined) was read as GAA glycogen 4%.
For Cn1nc(C(C)(C)C)c([N+](=O)[O-])c1C(=O)N1CCOCC1 the results were GAA glycogen 4%[76.3 µM].
`Cc1nc2c(c(C)nn2-c2ccccc2)c(C)c1CCC(=O)NCCCOC(C)C` gave GAA glycogen 3%.
`CCN(CC(=O)NCc1ccc(F)cc1)CC(=O)NC1CCCC1` gave GAA glycogen 0%.
Screening COc1ccccc1N(CC(=O)Nc1ccc(Cc2ccncc2)cc1)S(=O)(=O)c1ccccc1 returned GAA glycogen -1%.
Nc1c(C(=O)Nc2cccc(C(=O)O)c2)sc2nc3c(cc12)CCCC3 was read as GAA glycogen 6%.
Screening CCCCn1c(N)c(N(Cc2ccccc2OC)C(=O)CSCC(=O)Nc2cccc(C)c2)c(=O)[nH]c1=O returned GAA glycogen -8%[76.3 µM].
`O=S(=O)(NCCc1ccncc1)c1ccc(F)cc1` gave GAA glycogen 3%.
Screening COc1ccccc1-c1c(C)oc2c(CN3CCOCC3)c(O)ccc2c1=O returned GAA glycogen 5%.
`O=C(O)c1cccc(S(=O)(=O)NNc2ccccc2C(F)(F)F)c1` gave GAA glycogen -8%.
O=C(COc1ccccc1)Nc1nc2cc3c(cc2s1)OCCO3 was read as GAA glycogen 3%[76.3 µM].
Screening COc1cc(C(=O)OCC(=O)NC2CCCC2)cc(OC)c1OC returned GAA glycogen -4%.
Cc1nn(C)c(NC(=O)c2ccc(Cl)cc2Cl)c1Br was read as GAA glycogen 1%.
`O=S(=O)(Nc1ccccc1)c1ccc(NS(=O)(=O)c2c(F)cccc2F)cc1` gave GAA glycogen -1%.
For COCCNC(=O)C(c1ccc(Cl)cc1)N(CCOC)C(=O)CCC(=O)Nc1ccccn1 (centres undefined) the results were GAA glycogen 3%.
`COc1ccccc1CC(=O)NNC(=O)c1ccc(C(C)(C)C)cc1` gave GAA glycogen -15%[76.3 µM].
For CCN1CCN(c2nnc(-c3ccccc3)c3ccccc23)CC1 the results were GAA glycogen 5%.
`O=C(CSc1ccccc1)N1CCCC(N2CCN(c3ccc(F)cc3)CC2)C1` (centres undefined) gave GAA glycogen -3%[76.3 µM].
`O=C(NCCc1ccc2c(c1)OCCO2)c1ccccn1` gave GAA glycogen -5%.
Fc1cccc(Cl)c1C1Nc2cccc3cccc(c23)N1 was read as GAA glycogen 0%[76.3 µM].

5 structures from above, arranged by length of the SMILES, highest first:
Screening CCCCn1c(N)c(N(Cc2ccccc2OC)C(=O)CSCC(=O)Nc2cccc(C)c2)c(=O)[nH]c1=O returned GAA glycogen -8%[76.3 µM].
`O=C(CSc1ccccc1)N1CCCC(N2CCN(c3ccc(F)cc3)CC2)C1` (centres undefined) gave GAA glycogen -3%[76.3 µM].
`COc1ccccc1CC(=O)NNC(=O)c1ccc(C(C)(C)C)cc1` gave GAA glycogen -15%[76.3 µM].
Screening COc1cc(C(=O)OCC(=O)NC2CCCC2)cc(OC)c1OC returned GAA glycogen -4%.
`O=C(NCCc1ccc2c(c1)OCCO2)c1ccccn1` gave GAA glycogen -5%.

Remaining list, next part.
Cc1ccc(C(=O)N/C(=C\c2cn(C)c3ccccc23)C(=O)N2CCN(C)CC2)cc1 was read as GAA glycogen -4%[76.3 µM].
Screening COc1ccc(NC(=O)CSc2ccc(-c3ccco3)nn2)cc1 returned GAA glycogen -1%[76.3 µM].
Screening COc1ccc(NC(=O)CN(C)C(=O)CN2C(=O)c3ccc([N+](=O)[O-])cc3C2=O)cc1 returned GAA glycogen 0%[76.3 µM].
Screening O=C(O)c1sccc1Oc1ccc(NS(=O)(=O)c2ccccc2)cc1 returned GAA glycogen 1%.
For CCOC(=O)N1CCN(C(=O)c2c(-c3c(Cl)cccc3Cl)noc2C)CC1 the results were GAA glycogen 9%.
Screening CC(CCC(=O)O)C1CCC2C3CCC4C[C@H](O)CCC4(C)C3CC(=O)C12C (some centres undefined) returned GAA glycogen 6%.
Screening Cn1c(/C=C/c2ccc(Cl)cc2Cl)c([N+](=O)[O-])c(=O)n(C)c1=O returned GAA glycogen -4%.
For Cc1ccc(F)cc1CNC(=O)C1CCC(=O)N(C2CC2)C1 (centres undefined) the results were GAA glycogen 3%[76.3 µM].
For O=C(c1cc(-c2cccc(O)c2)on1)N1CCCC1 the results were GAA glycogen 0%[76.3 µM].
Cc1cccc(CCNC(=O)C2CCCN(c3cnccn3)C2)c1 (centres undefined) was read as GAA glycogen -7%[76.3 µM].
Cc1ccc(C(=O)N/N=C/c2c[nH]c3ccccc23)o1 was read as GAA glycogen 4%.
O=C(O)c1nn(CC(=O)N2CCN(c3ccccc3)CC2)c(=O)c2ccccc12 was read as GAA glycogen 1%.
For O=C(CN1CCN(c2ccc(F)cc2)CC1)Nc1nccs1 the results were GAA glycogen 6%.
Screening CCN1CCN(CCCNC(=O)c2ccc3c(=O)n(CCc4ccccc4)c(=O)[nH]c3c2)CC1 returned GAA glycogen 3%.
For COC(=O)CC(NC(=O)Nc1ccccc1F)c1ccc2c(c1)OCO2 (centres undefined) the results were GAA glycogen 3%.

Copied from above, 3 compounds:
For O=C(CN1CCN(c2ccc(F)cc2)CC1)Nc1nccs1 the results were GAA glycogen 6%.
Screening CCN1CCN(CCCNC(=O)c2ccc3c(=O)n(CCc4ccccc4)c(=O)[nH]c3c2)CC1 returned GAA glycogen 3%.
For COC(=O)CC(NC(=O)Nc1ccccc1F)c1ccc2c(c1)OCO2 (centres undefined) the results were GAA glycogen 3%.

(cont.)
Screening CCOC(=O)c1n[nH]n2c1nc(=S)c1ccccc12 returned GAA glycogen -29%.
For COCCn1c(SCC(=O)NC2CCCC2)nnc1C(C)C the results were GAA glycogen 0%.
`COC(=O)c1c(C(=O)OC)c(-c2ccc(OC)cc2)n2c1CS(=O)(=O)C2` gave GAA glycogen -1%.
Cc1ccc2c(c1)N(C)/C(=C/c1cccc[n+]1CCO)S2 was read as GAA glycogen -3%.
Screening CC(C)C(=O)Nc1nnc(SCC(=O)NC2CCCC2)s1 returned GAA glycogen 11%[76.3 µM].
For Cc1ccc(C)c(OCC(=O)Nc2ccc(S(=O)(=O)Nc3onc(C)c3C)cc2)c1 the results were GAA glycogen -5%.
`COc1ccc(-c2onc3ccc(C(=O)/C=C/N(C)C)cc23)cc1` gave GAA glycogen -1%.
For CCc1cc2c(=O)oc(-c3ccc(Br)cc3)nc2s1 the results were GAA glycogen 4%.
`Cc1ccc(CN2C(=O)CSC2c2ccc(F)cc2)cc1` (centres undefined) gave GAA glycogen 3%.
C/C(=N\NC(=O)C1CC1)c1ccccc1Br was read as GAA glycogen -9%[76.3 µM].
Screening Cc1ccc(C(=O)N/C(=C\c2cn(C)c3ccccc23)C(=O)NCCN2CCOCC2)cc1 returned GAA glycogen 3%[76.3 µM].
Screening COc1ccc(Cc2nc3ccc(C(=O)N4CCC[C@H]4CO)cc3o2)cc1 returned GAA glycogen 1%[76.3 µM].
Screening O=C(Nc1ccccc1F)Nc1cc(Cl)ccc1-n1cncn1 returned GAA glycogen 3%.
Cc1nc(NC(=O)CCN2C(=O)C3CC=CCC3C2=O)sc1C (centres undefined) was read as GAA glycogen 2%[76.3 µM].
For CC1CCC(NC(=O)C2CCN(c3c4c(nc5ncnn35)CCC4)CC2)CC1 (centres undefined) the results were GAA glycogen 2%.
`N#C/C(=C\c1c(N2CCCCCC2)nc2ccccn2c1=O)C(N)=O` gave GAA glycogen -3%.
`CCOc1ccc(OCCCC(=O)NCCOc2ccccc2OC)cc1` gave GAA glycogen 0%[76.3 µM].
CC(Oc1ccccc1)C(=O)Nc1ccc(S(=O)(=O)Nc2nccs2)cc1 (centres undefined) was read as GAA glycogen -10%.
For COc1ccc(CNC(=O)C(=O)NCC2OCCN2S(=O)(=O)c2ccc(F)cc2)cc1 (centres undefined) the results were GAA glycogen 1%[76.3 µM].
For Cc1cc(S(=O)(=O)NCCCN2CCOCC2)c(C)cc1Cl the results were GAA glycogen -4%[76.3 µM].
`CN(CCCC1CCCC1)C(=O)c1cc(COc2ccc(F)c(F)c2)on1` gave GAA glycogen 0%[76.3 µM].
Screening O=C(CCCN1C(=O)C2CC=CCC2C1=O)Nc1ccccc1F (centres undefined) returned GAA glycogen 0%[76.3 µM].
CCC(C(=O)N1CCOCC1)n1nc(C)n2c(cc3cc(C)ccc32)c1=O (centres undefined) was read as GAA glycogen 0%[76.3 µM].
`Cc1ccc(Nc2nc3ccccc3n3cnnc23)cc1C` gave GAA glycogen 0%.
C[n+]1cn(Cc2cc(Cl)ccc2OC(F)F)c2ccccc21 was read as GAA glycogen -4%.
`Cc1cc(C)c2nc(-c3cccc(Cl)c3)c(C)c(C(=O)N3CCOCC3)c2c1` gave GAA glycogen -8%[76.3 µM].
Screening COc1ccc(N2CC(C(=O)NCCc3ccc(Cl)cc3)CC2=O)cc1 (centres undefined) returned GAA glycogen -3%.
Screening COc1cc(C(=O)NCc2nnc(SCC(=O)NCc3ccco3)o2)cc(OC)c1OC returned GAA glycogen -17%[76.3 µM].
Screening O=C(Cc1ccccc1[N+](=O)[O-])NNC(=O)Nc1ccc2c(c1)OCO2 returned GAA glycogen 0%[76.3 µM].
For COc1cccc(NC(=O)CSc2ccc(-c3sc(C)nc3C)nn2)c1 the results were GAA glycogen 3%[76.3 µM].

Continued, starting with the last six of the part before.
C[n+]1cn(Cc2cc(Cl)ccc2OC(F)F)c2ccccc21 was read as GAA glycogen -4%.
`Cc1cc(C)c2nc(-c3cccc(Cl)c3)c(C)c(C(=O)N3CCOCC3)c2c1` gave GAA glycogen -8%[76.3 µM].
Screening COc1ccc(N2CC(C(=O)NCCc3ccc(Cl)cc3)CC2=O)cc1 (centres undefined) returned GAA glycogen -3%.
Screening COc1cc(C(=O)NCc2nnc(SCC(=O)NCc3ccco3)o2)cc(OC)c1OC returned GAA glycogen -17%[76.3 µM].
Screening O=C(Cc1ccccc1[N+](=O)[O-])NNC(=O)Nc1ccc2c(c1)OCO2 returned GAA glycogen 0%[76.3 µM].
For COc1cccc(NC(=O)CSc2ccc(-c3sc(C)nc3C)nn2)c1 the results were GAA glycogen 3%[76.3 µM].
COc1cc(/C=N/NC(=O)c2cccc3ccccc23)cc(OC)c1O was read as GAA glycogen -2%[76.3 µM].
For O=C(Nc1ccc(F)cc1)c1oc2ccccc2c1NC(=O)C1CC1 the results were GAA glycogen -10%[76.3 µM].
Screening CN(CC(=O)O)S(=O)(=O)c1ccc2oc3ccccc3c2c1 returned GAA glycogen -2%[76.3 µM].
For CCc1ccc(NC(=O)C(C)Sc2nc(-c3ccco3)c(C#N)c(=O)[nH]2)cc1 (centres undefined) the results were GAA glycogen -2%[76.3 µM].
For CC[C@H]1OC(=O)[C@H](C)[C@@H](O[C@H]2C[C@@](C)(OC)[C@@H](O)[C@H](C)O2)[C@H](C)[C@@H](O[C@@H]2O[C@H](C)C[C@H](N(C)C)[C@H]2O)[C@](C)(O)C[C@@H](C)C(=O)[C@H](C)[C@@H](O)[C@]1(C)O the results were GAA glycogen 13%[76.3 µM].
CC(=O)c1ccc(C(=O)N2CCCC(C(=O)c3ccc(Cl)cc3)C2)s1 (centres undefined) was read as GAA glycogen 7%[76.3 µM].
Screening O=C(CSc1nnc(CNC(=O)c2c(F)cccc2F)o1)Nc1ccc2c(c1)OCO2 returned GAA glycogen 1%[76.3 µM].
For CCCCSc1nc2sc3c(c2c(=O)n1-c1ccc(C)cc1)CCN(C)C3 the results were GAA glycogen 18%.
Screening CCCOc1ccc(CNC(=O)Cc2cccs2)cc1 returned GAA glycogen 9%.
For Cc1ccc(-n2nc(C)c3c(C)c(CCC(=O)O)c(C)nc32)cc1 the results were GAA glycogen 0%.
For O=C(Cn1ncn2nc(-c3ccccc3)cc2c1=O)NCc1ccccn1 the results were GAA glycogen -5%[76.3 µM].
Cc1sc2ncnc(SCC(=O)NC3CCCC3)c2c1C was read as GAA glycogen 12%.
For Cn1c(SCC(=O)NC2CCCCC2)nnc1-c1ccccn1 the results were GAA glycogen -16%[76.3 µM].

Entries shown so far that contain a cyano group:
`N#C/C(=C\c1c(N2CCCCCC2)nc2ccccn2c1=O)C(N)=O` gave GAA glycogen -3%.
For CCc1ccc(NC(=O)C(C)Sc2nc(-c3ccco3)c(C#N)c(=O)[nH]2)cc1 (centres undefined) the results were GAA glycogen -2%[76.3 µM].

From PubChem BioAssay
